phage Ecoli inh: E. coli growth loss with phage present; growth absorbance; inhibition, % at 11.9 µM; 0.26% of 360,000 active; AID 651602; in the data active = inhibition above about 11%
Active calls of the source: *.

SMILES	phage Ecoli inh
COC(=O)[C@]12C[C@H](CC(=O)NCc3cccc(C(F)(F)F)c3)C(=O)N(Cc3ccccc3)C1=C[C@H](C(C)(C)C)O[C@@H]2C	1.0
COc1cccc(-c2cc(CNC(=O)[C@H]3O[C@@H](n4ccc(N)nc4=O)[C@H](O)[C@@H]3O)no2)c1	4.0
CCOC(=O)C1CCCN(C(=O)C2(c3ccc(Cl)cc3)CCCC2)CC1 (centres undefined)	0.5
COC(=O)c1cc2c(c3c4ccccc4n(S(=O)(=O)c4ccc(OC)cc4)c13)C(=O)N(Cc1ccc(C(F)(F)F)cc1)C2	1.5
COc1ccc(Cc2c(-c3ccc(OC)c(OC)c3)nc3cc(C)c(Br)c(C)n23)c(C)c1	1.3
C=CCNc1nc(NCCCN2CCCC2=O)c2sc(-c3ccccc3)cc2n1	1.6
CN1CCCCC(NC(=O)c2ccc(F)c(F)c2)C1=O (centres undefined)	2.5
CC1=C(C(=O)N2CCCCCC2)CC(CC(=O)NCc2cccs2)C(=O)N1CCC1=CCCCC1 (centres undefined)	2.9
CC(O)(c1ccccc1)c1nc(-c2cccc(F)c2)cs1 (centres undefined)	4.2
O=C(N[C@H](C(=O)N1CCC[C@H]1C(=O)NC1CCCC1)C1CCCCC1)c1ccc(Cl)cc1Cl	1.2
CCC(OC(=O)c1ccc(S(C)(=O)=O)c([N+](=O)[O-])c1)C(=O)NC1C2CC3CC(C2)CC1C3 (centres undefined)	1.2
Cc1c(C(=O)NCc2ccccn2)sc(=O)n1Cc1ccc(-c2ccccc2)cc1	1.1
O=S1(=O)CC(N2CC=CC2)CN1Cc1cn(Cc2ccc(Cl)cc2)nn1 (centres undefined)	-2.8
CC(C)C[C@@H]1COc2cc(NC3CC3)ccc2S(=O)(=O)N1	1.8
Cc1cc(O)cc(=O)n1-c1cccc([N+](=O)[O-])c1	2.2
CC(=O)c1cccc(-c2ccnc3c2CC(C(=O)Nc2cccc(Oc4ccccc4)c2)O3)c1 (centres undefined)	2.4
COC(=O)C1=C(C)N(Cc2ccccc2C(F)(F)F)C(=NCc2ccc(C(F)(F)F)cc2)NC1c1cccc(F)c1 (centres undefined)	8.6
CC(C)c1ccc(NC(=O)C2Cc3c(-c4cccc(F)c4)ccnc3O2)cc1 (centres undefined)	2.1
C[C@]12Cc3ccccc3C1CC1=N[C@@H](c3ccc(C(F)(F)F)cc3)O[C@@]13C[C@@H]2C(=O)N3Cc1ccncc1 (some centres undefined)	0.1
Nc1nc2c(ncn2[C@@H]2O[C@H](CNCC3=Cc4cc(O)ccc4OC3)[C@@H](O)[C@H]2O)c(=O)[nH]1	2.8
CCc1nc2ccc(C(=O)Nc3ccc(OC)c(OC)c3)cn2c1N(C)Cc1ccc(N(C)C)cc1	-3.3
COCCNC(=O)C1CCCN(C(=O)c2ccc(F)c(C)c2)CC1 (centres undefined)	1.6
O=C(NC(c1ccc(-c2ccccc2)cc1)c1cnccn1)C1CCN(CCN2C(=O)c3ccccc3C2=O)CC1 (centres undefined)	1.6
C[C@H](CO)N1C[C@H](C)[C@@H](CN(C)C(=O)c2ccc(N3CCN(C)CC3)cc2)OCc2cnnn2CCCC1=O	2.5
C[C@@H]1COc2cc(N(C)CCO)ccc2S(=O)(=O)N1	2.8
Later entries
SMILES	phage Ecoli inh
CCc1ccccc1Oc1nc(NCCOC)nc2cc(-c3ccccc3)sc12	2.9
COC(=O)c1cc2c(c3c4cc(OC)ccc4n(S(=O)(=O)c4ccc(C)cc4)c13)C(=O)N(Cc1ccccc1)C2	1.2
CCc1nnc(NC(=O)c2ccc3c(c2)C(=O)N(CC(C)C)C3=O)s1	2.5
Cc1ccc(-c2cnc(C(O)c3ccc(Cl)c(Cl)c3)[nH]2)cc1 (centres undefined)	8.6
CCCCCCC12Cc3cc(OC)c(OC)cc3C(O1)C1=C(O2)C(C)(C)CCC1=O (centres undefined)	1.6
CCCCc1cc2c(cn1)=C(OC(=O)c1cnc3ccccc3n1)C(C)(OC(=O)CC)C(=O)C=2 (centres undefined)	0.0
C[C@@H]1CCCCO[C@@H](CN(C)C(=O)Nc2ccccc2)[C@@H](C)CN([C@H](C)CO)C(=O)c2cc(NC(=O)NC3CCCCC3)ccc2O1	1.8
C[C@H](NC(=O)[C@@H]1CCCN1C(=O)[C@@H]1CCCN1C(=O)c1cccs1)c1ccccc1	3.5
COc1cc(-c2cc(NC=O)c3ncc(-c4cccc(C(=O)N(C)C)c4)n3c2)cc(OC)c1OC	1.6
O=C(N[C@H](C(=O)N1CCC[C@H]1C(=O)NC1CCCC1)C1CCCCC1)C1CCCC1	1.7
COc1cccc(-c2cnc3c(NC=O)cc(-c4ccc(OC)cc4OC)cn23)c1	3.8
CN(Cc1ccc(Cl)cc1)C(CCc1ccccc1)C(=O)NC1CCCCC1 (centres undefined)	-1.0
Clc1ccc(-c2nc3c4ccccc4ccn3c2Cc2ccsc2)cc1	4.0
CC(=O)N1CCc2cc(NC(=O)C3(C)CCN3Cc3ccc(C(C)C)cc3)ccc21 (centres undefined)	-0.1
Cc1ccccc1S(=O)(=O)NCC[C@@H]1CC[C@@H](NC(=O)C2CCCC2)[C@@H](CO)O1	2.7
COCC(=O)N[C@H]1CC[C@@H](CC(=O)OC)O[C@@H]1CO	2.4
CN(C)CCNC(=O)c1cccc(-c2cc(NC=O)c3ncc(-c4cccc(C(F)(F)F)c4)n3c2)c1	1.5
COC(=O)[C@@]12C[C@@H](CC(=O)N3CCN(C(=O)C4CC4)CC3)C(=O)N(Cc3cccc4ccccc34)C1=CCC(C)(C)C2	0.0
Cc1cc(C)c(CN2CCN(C(=O)CC[C@H]3O[C@@H](n4cnc5c(NC(=O)c6ccccc6)ncnc54)[C@H](O)[C@@H]3O)CC2)c(C)c1	2.4
CC(C)NC(=O)C1(C)CN(S(C)(=O)=O)CC(=O)N1C1CCCCCC1 (centres undefined)	0.2
Cc1ccc(S(=O)(=O)N2[C@H](CC(=O)OCc3ccccc3)OC[C@@H]2C)cc1	3.5
CC(C)N1CCC1(C)C(=O)Nc1cccc(C#N)c1 (centres undefined)	3.8
CCCNC(=O)C1(C)CCCN(Cc2ccc3c(c2)OCO3)C1 (centres undefined)	3.2
Cc1cc(C)c(S(=O)(=O)N2C[C@H]3CON(C)[C@H]3C[C@H]2c2ccc(N3CCCCC3)cc2)c(C)c1	0.3
CSc1ccccc1-c1cnc(NC(C)=O)cn1	1.2
Next section:
SMILES	phage Ecoli inh
O=S(=O)(c1ccccc1)N1CCCc2nc(-c3ccc(F)cc3)ccc21	1.6
O=NN(CCCl)C(=O)NCC1=C[N+](=O)CC=C1	1.3
COc1ccc(CNC(=O)COc2cc3c(c4oc(=O)cc(C)c24)CCC(C)(C)O3)c(OC)c1	0.7
COc1cc(F)ccc1-c1csc(C(NC(C)=O)c2ccccc2)n1 (centres undefined)	2.2
CCNC(=O)C1CCCN(C(=O)c2c(-c3ccccc3)noc2C)CC1 (centres undefined)	0.5
CCCCn1nnnc1C1(C)CCC(=O)N1CC(F)(F)F (centres undefined)	4.3
CCOC(=O)[C@]12CCCC=C1N(Cc1cccc3ccccc13)C(=O)[C@H](CC(=O)NCc1cccc(C(F)(F)F)c1)C2	4.7
CCCC(=O)N1CCC1(C)C(=O)Nc1ccc2nccnc2c1 (centres undefined)	1.6
COc1cc(NC(=O)Nc2nnc([C@H]3C[C@H](O)[C@@H](CO)O3)s2)cc(OC)c1OC	-0.6
CCOc1ccc(CCN2C(=S)N([C@@H](Cc3ccccc3)CN3CCC[C@@H]3CN3C(=S)NC[C@@H]3Cc3ccc(O)cc3)C[C@@H]2CC(C)C)cc1	5.3
COC1=CC(=O)OC(c2ccc(C(F)(F)F)cc2)C1 (centres undefined)	1.8
COC(=O)C1(C(=O)OC)C[C@H](/C=C/c2ccccc2)N(Cc2ccccc2OC)[C@@H]1c1ccccc1	0.3
CCOC(=O)C1=CCN(S(=O)(=O)c2cccc(Cl)c2)C1c1ccccc1 (centres undefined)	2.0
CC(=O)c1cccc(-c2ccnc3c2CC(C(=O)Nc2cccnc2)O3)c1 (centres undefined)	0.8
N#Cc1cccc(-c2csc(C(O)c3ccc(F)cc3)n2)c1 (centres undefined)	-0.2
CCN(CC)c1c(C)nc2ccc(C(=O)N3CCN(C(=O)c4ccco4)CC3)cn12	1.9
COc1cc2c(cc1OCc1ccccc1)/C(=C/C(=O)OCc1ccccc1)OC2	4.1
O=C(NCc1ccco1)C1Cc2c(-c3ccccc3Oc3ccccc3)ccnc2O1 (centres undefined)	1.2
O=C(NCc1ccccc1)c1cc(C2CCCN(C(=O)C3CCCCC3)C2)on1 (centres undefined)	2.8
Cc1cccc(C)c1-n1nnnc1C1c2ccccc2C(=O)N1CCC(C)C (centres undefined)	-0.6
CC(C)Cc1ccc(-c2cc3nc(NCC4CC4)ccn3n2)cc1	1.1
CC1=C(C(=O)N(C(C)C)C(C)C)CC(CC(=O)NCc2ccco2)C(=O)N1Cc1ccccc1 (centres undefined)	1.8
CC1(Cc2ccc3c(c2)OCO3)C(=O)Nc2ccc(-c3cccc(C(F)(F)F)c3)cc21 (centres undefined)	-0.8
O=C(N[C@@H](Cc1cccnc1)C(=O)N1CCC[C@H]1C(=O)NCc1ccccc1)c1ccc(Cl)cc1Cl	0.9
CNC(C)C(=O)NC(C(=O)NC(C(=O)Nc1cccc2ccccc12)C(C)C)C(C)C (centres undefined)	0.9

2 successive records from above, quoted:
SMILES	phage Ecoli inh
O=S(=O)(c1ccccc1)N1CCCc2nc(-c3ccc(F)cc3)ccc21	1.6
O=NN(CCCl)C(=O)NCC1=C[N+](=O)CC=C1	1.3

(continued)
SMILES	phage Ecoli inh
CCc1nc2c(OCCC3CCCCC3)cccn2c1N(C)C(=O)c1cccs1	0.0
COC(=O)c1ccc2nc(-c3ccccc3)c(Cc3ccccc3C(F)(F)F)n2c1	0.2
COC(=O)c1ccc2nc(-c3ccc(C)cc3)c(CC3CCCCC3)n2c1	3.5
COc1cc(C(=O)N2CCCC(c3cc(C(=O)NCc4ccccc4)no3)C2)cc(OC)c1C (centres undefined)	1.9
CCOC(=O)C1=CCN(S(=O)(=O)c2ccc(F)cc2)C1c1ccc(Cl)cc1 (centres undefined)	1.3
Cc1ccc(S(=O)(=O)NC(=O)C2(C)CCN2C(=O)CC2CCCCC2)nc1 (centres undefined)	1.7
Nc1ccn([C@@H]2O[C@H](C(=O)NCC(=O)N3CCOCC3)[C@@H](O)[C@H]2O)c(=O)n1	2.3
CCN(CC)c1ncnc2c1ncn2[C@H]1CN(Cc2cccs2)C[C@@H](CO)O1	1.2
COC(=O)c1cccc(Nc2cc(C)n(-c3cccc(C(=O)OC)c3)c(=O)c2)c1	2.1
COc1ccccc1N(C)c1cc2c(c3c1ccn3C)C1CCC2C1 (centres undefined)	0.7
CCOC(=O)CN1CCCc2nc(-c3ccc(OC)cc3)ccc21	3.5
O=C(NNC(=O)c1csc(-c2ccccc2)n1)c1ccccc1	-2.7
COc1ccc(C(C(=O)Nc2ccc(F)cc2)N2CCN(CC(=O)N3CCCC3)CC2)cc1 (centres undefined)	0.2
CC(=O)NCCNC(=O)C1Cc2c(-c3ccccc3Oc3ccccc3)ccnc2O1 (centres undefined)	1.9
Cn1ccc2c(-c3cccc(C=O)c3)cc3c(c21)C1CCC3O1 (centres undefined)	1.5
CC1(C(=O)NS(=O)(=O)Cc2ccccc2C(F)(F)F)CCN1C(=O)c1ccco1 (centres undefined)	-0.2
COc1ccc(-c2noc([C@@H]3O[C@H](CO)[C@H](O)[C@H](O)[C@H]3O)n2)cc1OC	-0.3
COc1ccc(C(C)(NC(C)=O)c2nc(-c3cccc(F)c3)cs2)cc1 (centres undefined)	1.6
COC(=O)C1=C(C)N(Cc2ccc(C(F)(F)F)cc2)C(=NCc2ccccc2)NC1c1cccc(Cl)c1 (centres undefined)	3.5
COC(=O)C[C@H]1C=C[C@@H](NC(=O)c2ccncc2)[C@@H](CO)O1	1.9
Cc1cc(C)n2c(Nc3ccc4c(c3)OCCO4)c(-c3cc4ccccc4o3)nc2n1	2.6
O=C(/C=C/[C@H]1O[C@@H](n2ccc(=O)[nH]c2=O)[C@H](O)[C@@H]1O)NCCc1c[nH]c2ccccc12	4.3
O=C(Nc1ccc2c(c1)OCCO2)C1c2ccccc2OCC(=O)N1CCCN1CCOCC1 (centres undefined)	-0.4
Cc1c(Br)cccc1NC(=O)C1(C)CCN1Cc1ccc(OC(C)C)cc1 (centres undefined)	0.7
Cc1nc(CN2C(=O)C3(CCC3)ON=C2c2cccc(Cl)c2)cs1	2.9
CCc1nc2c(OC)cccn2c1N(C)C(=O)c1ccccc1F	0.7
O=C(CC1CCCC1)N[C@@H](Cc1cccnc1)C(=O)N1CCC[C@H]1C(=O)NC1CCCC1	-0.3
COc1ccc(C(C)(NC(C)=O)c2nc(-c3ccc(F)c(Cl)c3)cs2)cc1 (centres undefined)	1.8

A different layout for seven compounds above:
compound,phage Ecoli inh
CC(=O)NCCNC(=O)C1Cc2c(-c3ccccc3Oc3ccccc3)ccnc2O1 (centres undefined),1.9
Cn1ccc2c(-c3cccc(C=O)c3)cc3c(c21)C1CCC3O1 (centres undefined),1.5
CC1(C(=O)NS(=O)(=O)Cc2ccccc2C(F)(F)F)CCN1C(=O)c1ccco1 (centres undefined),-0.2
COc1ccc(-c2noc([C@@H]3O[C@H](CO)[C@H](O)[C@H](O)[C@H]3O)n2)cc1OC,-0.3
COc1ccc(C(C)(NC(C)=O)c2nc(-c3cccc(F)c3)cs2)cc1 (centres undefined),1.6
COC(=O)C1=C(C)N(Cc2ccc(C(F)(F)F)cc2)C(=NCc2ccccc2)NC1c1cccc(Cl)c1 (centres undefined),3.5
COC(=O)C[C@H]1C=C[C@@H](NC(=O)c2ccncc2)[C@@H](CO)O1,1.9

Rewritten with the structure last: part of the list above.
| phage Ecoli inh | molecule |
| --- | --- |
| 3.5 | COC(=O)c1ccc2nc(-c3ccc(C)cc3)c(CC3CCCCC3)n2c1 |
| 3.5 | COC(=O)C1=C(C)N(Cc2ccc(C(F)(F)F)cc2)C(=NCc2ccccc2)NC1c1cccc(Cl)c1 (centres undefined) |

Screening data from PubChem.

This is a subset; the hit share may differ from the screen's.
